EPAC1 antagonist = EPAC1 (human) antagonism; O95398; EPAC1 GEF assay, Rap1b-BODIPY-GDP exchange fluorescence; Potency, µM (top dose mostly 115 µM), without a hit: top-dose activity change, negative = inhibition, actives largely listed as inhibitors; 360,000 compounds, 0.14% hits; AID 720709;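 note: plate controls were vehicle for no effect and positive control for full effect; nearly all actives have a fitted effect of over 50% in size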
TDP-43 yeast inh = inhibitors of TDP-43 toxicity in yeast. TDP-43 expressing yeast growth rescue, BacTiter-Glo, 24 h. Potency, µM (highest dose often 46.1 µM), for the others: at the highest dose growth rescue (activation), most hits filed as activators. 410,000 compounds, 1.8% hits. AID 652104; note: % of control where 0% means no effect; nearly all actives have a fitted effect of over 50% in size
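In this qHTS, compounds that restore growth of yeast expressing TDP-43 appear as activators. Cells (OD600=0.02, galactose medium, raffinose-pregrown) are incubated with compound 24 hr at 30 deg C and growth is quantified by BacTiter-Glo.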
EPAC1 agonist = EPAC1 (human) agonism; O95398; EPAC1 agonist qHTS, biochemical assay; response scale: 100% = response to 6.5 mM cAMP; Potency, µM (top dose mostly 154 µM), without a hit: at the highest dose activation, usual class: activators; 360,000 compounds, 0.073% hits; AID 720707; note: nearly all actives have a fitted effect of over 60% in size
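Nucleotide exchange by EPAC1 (100 nM) on Rap1B–BODIPY-GDP (250 nM) in the presence of 50 uM GDP is tracked fluorescently at 480/540 nm over 30 min. Signals are normalized to a 6.5 mM cAMP control.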
aSyn yeast inh = alpha-synuclein toxicity inhibition in yeast | 370,000 compounds, 0.14% hits | Yeast expressing alpha-synuclein, growth rescue, BacTiter-Glo, 24 h | Potency, µM (titrated, usually from 46.1 µM), for the others: top-dose growth rescue (activation), actives largely listed as activators; note: % of control where 0% means no effect; nearly all actives have a fitted effect of over 65% in size
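Galactose-induced alpha-syn yeast (OD600=0.02, raffinose-pregrown) + pinned cpd, 24 hr, 30 deg C; growth by BacTiter-Glo luminescence. Growth restoration scores as activation.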
EPAC2 antag = blocks human EPAC2 exchange factor | Q8WZA2 | EPAC2 GEF exchange of Rap1B-BODIPY-GDP, fluorescence | Potency, µM (highest dose often 114 µM), without a hit: at the top dose activity, negative = inhibition, usual class: inhibitors | 360,000 compounds, 0.18% hits; note: % is set by controls: 0 for no effect and ±100 for the full control effect; nearly all actives have a fitted effect of over 45% in size; many of its hits are not listed in these tables
Target sequence (Q8WZA2 whole entry, looked up): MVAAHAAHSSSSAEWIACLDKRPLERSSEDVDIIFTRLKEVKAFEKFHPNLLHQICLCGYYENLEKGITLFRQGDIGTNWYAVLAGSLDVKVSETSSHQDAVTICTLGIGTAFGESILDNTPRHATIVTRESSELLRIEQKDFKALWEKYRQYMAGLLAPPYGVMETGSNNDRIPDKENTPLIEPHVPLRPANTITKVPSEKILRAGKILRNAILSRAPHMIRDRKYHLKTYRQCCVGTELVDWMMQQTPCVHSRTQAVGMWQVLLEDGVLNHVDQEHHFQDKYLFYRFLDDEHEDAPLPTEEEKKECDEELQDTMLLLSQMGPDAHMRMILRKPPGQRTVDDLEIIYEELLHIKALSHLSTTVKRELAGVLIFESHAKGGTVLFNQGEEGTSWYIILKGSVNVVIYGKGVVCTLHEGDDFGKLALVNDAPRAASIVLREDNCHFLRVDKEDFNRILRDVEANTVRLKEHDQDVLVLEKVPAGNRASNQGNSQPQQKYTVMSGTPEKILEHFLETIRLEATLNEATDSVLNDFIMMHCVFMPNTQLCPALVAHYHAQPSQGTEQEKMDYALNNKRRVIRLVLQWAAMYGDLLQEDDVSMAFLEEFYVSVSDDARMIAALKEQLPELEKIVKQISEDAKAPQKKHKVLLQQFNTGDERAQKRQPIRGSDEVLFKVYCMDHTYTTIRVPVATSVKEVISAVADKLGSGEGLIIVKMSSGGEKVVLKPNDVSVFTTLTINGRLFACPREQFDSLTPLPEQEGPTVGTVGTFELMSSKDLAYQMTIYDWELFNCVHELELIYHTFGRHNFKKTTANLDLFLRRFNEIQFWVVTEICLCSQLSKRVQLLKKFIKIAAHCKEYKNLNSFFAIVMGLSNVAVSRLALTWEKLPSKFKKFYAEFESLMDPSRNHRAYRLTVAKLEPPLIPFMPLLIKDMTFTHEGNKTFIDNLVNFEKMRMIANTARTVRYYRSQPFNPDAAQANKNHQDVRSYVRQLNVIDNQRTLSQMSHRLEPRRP
EPAC2 ag = EPAC2 (human) agonism; Q8WZA2; EPAC2 activation, biochemical qHTS; response scale: 100% = 6.5 mM cAMP response; Potency, µM (titrated, usually from 154 µM), inactives show at the top dose activation, hits mostly activators; 360,000 compounds, 0.079% hits; AID 720711; note: nearly all actives have a fitted effect of over 50% in size
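Compounds were added across a concentration range to EPAC2 (100 nM), RAP1B-BODIPY-GDP (250 nM) and GDP (50 uM). After 5 min at room temperature, fluorescence was recorded at 5-min intervals for 30 min.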
PTHR1 ag = agonists of human PTHR1 parathyroid hormone receptor | Q03431 | Potency, µM (series often up to 115 µM), for inactives: top-dose activation, actives largely listed as activators | HEK293 GP2 PTHR1 cells, GloSensor cAMP luminescence, 1 h | 410,000 compounds, 0.075% hits | AID 743266; note: nearly all actives have a fitted effect of over 55% in size; some results filed as inactive show a strong effect at the top dose; inactives centre near -15; many of its hits are not listed in these tables
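HEK-293-derived GP2 cells expressing PTHR1 and a GloSensor cAMP reporter, 3,000/well, plated overnight, given luciferin plus IBMX (each 0.5 mM as added) for 1 h at 37 °C, then compound for 1 h at 37 °C. Luminescence was read after 15 min at room temperature.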
FUS suppressor = FUS proteinopathy suppression in yeast; S. cerevisiae FUS-expressing, growth rescue, OD600, 24 h; Potency, µM (highest dose often 76.6 µM), for the others: top-dose growth rescue (activation), most hits filed as activators; 390,000 compounds, 0.24% hits; AID 1347120;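 note: plate controls were DMSO vehicle for no effect and reference control for full effect; nearly all actives have a fitted effect of over 55% in size; some results filed as inactive show a strong effect at the top dose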
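Restored growth of FUS-toxic S. cerevisiae, read as 600 nm absorbance after 24 h at 30C in galactose medium (starting OD 0.005). Controls CP55940 and DMSO.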
* = called active by the depositor; i = inactive; ? = inconclusive; . = not tested or not shown; & = joins results of further samples; [ ] = another dose, or the depositor's remark. Calls come from the whole dose curve; as a rule, active = well fitted curve in the direction sought with a large enough effect; inconclusive = small, poorly fitted or top-dose-only effect, or another doubt; inactive = no such curve, though single readings can be large; an effect the other way counts as inactive or inconclusive. Potency is the fitted concentration of half-maximal effect.

SMILES | EPAC1 antagonist | TDP-43 yeast inh | EPAC1 agonist | aSyn yeast inh | EPAC2 antag | EPAC2 ag | PTHR1 ag | FUS suppressor
CCOc1ccc(NC(=O)CSc2nnc(Cc3cccn3C)n2-c2ccc(OC)cc2)cc1 | 6% | -19% | 8% | -8% | -4% | 14% | -1%[57.5 µM] | ?
COc1ccc(OC)c(NC(=O)CCCCCn2nnc3ccccc3c2=O)c1 | -5% | 0% | 7% | 0% | -10% | 4% | -2% | -5%
O=C(Nc1ccc(/C=C/c2nc3ccccc3o2)cc1)c1cccc(C(F)(F)F)c1 | ? | -7% | 1% | -6% | -9% | 2% | -10%[57.5 µM] | 27%
CCOP(=O)(OCC)C(C)(C)NC(=O)Nc1ccc(Cl)c(Cl)c1 | -21% | -21% | -9% | -4% | -29% | -13% | -39%[inhibitor] | 19%
C[C@H](CO)N1C[C@H](C)[C@@H](CN(C)C(=O)Nc2ccc(C(F)(F)F)cc2)Oc2ccc(NS(=O)(=O)c3ccc(F)cc3)cc2C1=O | -6% | 0% | -7% | -5% | -12% | 8% | i | ?
O=C(CSc1nncn1-c1ccccc1)NC1CCCCC1 | -13% | 3% | -9% | -10% | 10% | -2% | i | -6%
OC(c1cccs1)c1nccc2ccccc12 (centres undefined) | -8% | ? | 8% | 0% | -1% | 4% | -3% | -6%
Cc1ccc(C(=O)N2CCN(Cc3ccc4c(c3)OCO4)CC2)cc1C | 6% | -4% | 6% | 0% | 2% | 8% | -34%[inhibitor] | 8%
CC(C)(C)C(=O)NCCN1CCN(C(=O)C(C)(C)C)CC1 | 3% | -6% | 1% | -2% | 17% | 2% | i | 12%
O=C(Nc1cc(S(=O)(=O)N2CCCCC2)ccc1N1CCOCC1)c1cc(=O)[nH]c2ccccc12 | 11% | 2% | -9% | 1% | 4% | -6% | i | 7%
COc1cc(OC)cc(C(=O)N[C@H](C(=O)OCC(N)=O)C(C)C)c1 | -9% | 17% | -15% | -1% | -3% | 1% | -14% | .
Cc1ccccc1OCCCn1c(CCNC(=O)C2CCCCC2)nc2ccccc21 | . | -4% | . | 8% | . | . | -40%[inhibitor] | 12%
Cc1ccc2sc(N(CCCN(C)C)C(=O)CCS(=O)(=O)c3ccccc3)nc2c1C | 24% | 1% | -8% | 6% | 2% | 3% | i | 12%&23%
Nc1c(C(=O)c2cccs2)oc2ccccc12 | -2% | 3% | 7% | 7% | -13% | -5% | i | 4%
O=C(CN1CCN(c2cccc(Cl)c2)CC1)NCc1ccccc1 | -5% | 1% | 4% | -18% | -1% | 9% | -21% | -12%
O=C(CCC(=O)Nc1ccc(F)cc1)N/N=C/c1cc([N+](=O)[O-])ccc1O | -10% | 3% | 11% | -5% | -7% | 0% | -8% | 28%
Cn1c(-c2ccccc2)cnc1SCC(=O)NCc1ccco1 | 1% | -5% | 8% | -7% | 3% | 2% | 0%[57.5 µM] | -21%
COCCCNC(=O)Cn1nc(-c2ccc(C)cc2)ccc1=O | -2% | -19% | 9% | 0% | -6% | 11% | 20% | -4%
COCCNc1nc2cc(-c3ccsc3)sc2c(=O)n1C | ? | 15% | -12% | -12% | 8% | 12% | -7% | 0%
Cc1cc(C(=O)N/N=C/c2ccc(O)c(O)c2O)c(C)n1-c1ccccc1 | -17% | 1% | 4% | 5% | 3% | -6% | -35%[inhibitor] | 35%
COc1cccc(C2=NN(C(=O)c3cccs3)C(O)(C(F)(F)F)C2)c1 (centres undefined) | -28% | 23% | -6% | 14% | -29% | 8% | -16% | 7%
NC(=O)C1CCN(C(=O)CNC(=O)c2ccccc2)CC1 | -11% | 5% | 8% | 0% | 1% | 4% | i | -13%
COc1cc(CN(CCN(C)C)Cc2ccccc2)ccc1OCc1ccccc1 | -2% | -5% | -3% | 4% | -5% | 17% | -8% | 11%
CCCOC(=O)C1=C(C)OC23OC(N)=C(C#N)C12C(=O)c1ccccc13 (centres undefined) | -7% | 1% | 2% | 2% | -1% | -1% | -12%[57.5 µM] | -8%
COc1ccc(C(=O)NC2CCN(S(=O)(=O)c3ccccc3)CC2)cc1 | 9% | -19%[1.82 µM] | 3% | 1% | -3% | -2% | -13% | 0%
O=C(Nc1ccccc1)c1cc2ccccc2c(=O)s1 | -7% | -5% | -5% | -2% | -6% | 5% | -23% | .
Clc1ccc(/C=C/c2ncc3ccccn23)cc1 | -9% | 7% | 12% | -13% | -17% | 0% | -39%[inhibitor] | 16%
CC(=O)N1CCN(CC(O)COc2ccc(OCc3ccccc3)cc2)CC1 (centres undefined) | 0% | -3% | 7% | 10% | -3% | 4% | 23%[57.5 µM] | -3%
COC(=O)CSc1nc2sc3c(c2c(=O)n1-c1ccc(C)cc1)CC(C(C)C)OC3 (centres undefined) | . | 14% | . | -1% | . | . | i | -14%
CNc1nc(-c2ccc3c(c2)CCN3C(=O)c2cccc(F)c2)cs1 | -3% | ? | 12% | -16% | 5% | 20% | -37%[inhibitor] | 22%
O=C(COC(=O)c1cccc(S(=O)(=O)N2CCOCC2)c1)NCCc1ccccc1 | 3% | 7% | -8% | 2% | 1% | 3% | i | 2%
O=C(CNS(=O)(=O)c1cccs1)N1CCc2ccccc2C1 | 3% | 11% | -3% | -9% | -3% | -7% | -28% | -4%
COc1ccc2c(c1)CCN1C2CCN2C(=O)CCC21 (centres undefined) | 16% | -4% | 3% | 1% | 0% | 7% | i | -7%
COc1cc(C(=O)NCCSc2ccc(Br)cc2)cc(OC)c1OC | 3% | 12%[9.22 µM] | 2% | -1% | -9% | 16% | i | 4%
Cc1ccc(OCCCCn2ccnc2)c([N+](=O)[O-])c1 | -15% | -10% | -3% | 1% | -11% | 7% | -6% | -27%
C#CCSc1nc(N)c2c(n1)OC(N)=C(C#N)C2c1cccnc1 (centres undefined) | -7% | -4% | 0% | 0% | 0% | 4% | i | 17%
Cn1cc(CN2CCC(N3CCNC(=O)CC3)CC2)c(-c2ccccc2F)n1 | 7% | -14% | -17% | -1% | 8% | -5% | -15% | 9%
Cc1cccn2c(=O)c(/C=C(\C#N)C(=O)NC3CCS(=O)(=O)C3)c(N3CCC(C(N)=O)CC3)nc12 (centres undefined) | -5% | -4% | 4% | -8% | 7% | 1% | i | .
COc1cc(/C=N/NC(=O)c2ccncc2)ccc1Oc1ccc([N+](=O)[O-])cn1 | 7% | -2% | 2% | 0% | 6% | 2% | -5% | 4%
CCN(C(=O)CSc1cc(-c2ccccc2)c2ccc(OC)cc2n1)C1CCS(=O)(=O)C1 (centres undefined) | -4% | 27% | 12% | 14% | 4% | 6% | i | .
CCCCn1c(N)c(N(CCOC)C(=O)c2cccc(-n3cnnn3)c2)c(=O)[nH]c1=O | -8% | -31%[inhibitor] | -9% | 2% | 26% | -5% | i | 11%
Cn1nc(C(=O)Nc2ccccc2N2CCCC2)c2ccccc2c1=O | -4% | 21% | 13% | -1% | -14% | 9% | i | 29%
COc1ccc(N(C(C)C(=O)N(C)Cc2ccccc2)S(C)(=O)=O)cc1 (centres undefined) | 2% | 2% | -8% | 0% | -17% | -1% | i | -10%
COc1ccccc1NC(=O)Nc1sccc1-c1nc2ccccc2s1 | -17% | 5% | -12% | 3% | -18% | 5% | -6% | 26%
N#CC1=C(N)NC(SCc2ccc(Br)cc2)=C(C#N)C12CCCCC2 | -15% | 17% | 5% | -28% | -15% | 13% | -85%[inhibitor] | 24%
COc1ccc(/C=N/Nc2nc(Nc3ccccc3)nc(N3CCCCC3)n2)c(OC)c1 | -10% | 20% | -6% | 13% | -4% | 6% | -24% | .
COCCNc1nc2cc(-c3ccc(C)cc3)sc2c(=O)n1C | -12% | 11µM* | -9% | 0% | -4% | -13% | -43%[inhibitor] | -6%
COc1ccc2nc3oc(C(=O)N4CCN(c5ccccc5F)CC4)cc3cc2c1 | -1% | 7% | -2% | 0% | 1% | 0% | -1%[57.5 µM] | -7%

Record cards, as listed above. Screens in order: EPAC1 antagonist, TDP-43 yeast inh, EPAC1 agonist, aSyn yeast inh, EPAC2 antag, EPAC2 ag, PTHR1 ag, FUS suppressor
N#CC1=C(N)NC(SCc2ccc(Br)cc2)=C(C#N)C12CCCCC2 across the screens: -15%, 17%, 5%, -28%, -15%, 13%, -85%[inhibitor], 24%
CCCCn1c(N)c(N(CCOC)C(=O)c2cccc(-n3cnnn3)c2)c(=O)[nH]c1=O across the screens: -8%, -31%[inhibitor], -9%, 2%, 26%, -5%, i, 11%
COc1ccc2nc3oc(C(=O)N4CCN(c5ccccc5F)CC4)cc3cc2c1 across the screens: -1%, 7%, -2%, 0%, 1%, 0%, -1%[57.5 µM], -7%
Cc1cccn2c(=O)c(/C=C(\C#N)C(=O)NC3CCS(=O)(=O)C3)c(N3CCC(C(N)=O)CC3)nc12 (centres undefined) across the screens: -5%, -4%, 4%, -8%, 7%, 1%, i, .

Next part.
SMILES | EPAC1 antagonist | TDP-43 yeast inh | EPAC1 agonist | aSyn yeast inh | EPAC2 antag | EPAC2 ag | PTHR1 ag | FUS suppressor
CCCC(=O)c1cc2c(cc1NC(=O)c1ccccc1F)OCCO2 | 0% | 0% | -4% | 8% | -1% | 2% | i | -11%&-16%
CN(CC(=O)NCC(=O)Nc1ccc(F)c(F)c1F)C1CCS(=O)(=O)C1 (centres undefined) | 3% | 16% | 8% | 2% | 5% | 10% | 0% | -13%
CC1=C(C(N)=O)C(c2ccncc2)n2nc(-c3ccccc3Cl)nc2N1 (centres undefined) | -25% | -33% | -14% | -1% | 0% | 1% | ? | 9%
CCN1C(=O)[C@H]2[C@@H](c3ccc(-c4cc(C(C)=O)cs4)cc3)N3CCCC[C@@]3(C(=O)OC)[C@H]2C1=O | -21% | 20% | 15% | -1% | 19% | 0% | -56%[inhibitor] | 16%
Cc1ccnc(NC(=O)CCC(=O)N(CC(=O)NC(C)(C)C)c2ccc3c(c2)OCO3)c1 | -22% | 5% | -5% | 0% | 3% | 12% | -33%[inhibitor] | 19%
CCNC(=O)CC(=O)Nc1ccccc1C(=O)O | -7% | -6% | 0% | 0% | -3% | 12% | ? | 19%
Cc1cc(C)nc(/N=C(\N)Nc2cccc([N+](=O)[O-])c2)n1 | -4% | -4% | -6% | 2% | 9% | -1% | i | -1%
OCC1(CO)CC2(C1)CC(CO)(CO)C2 | -9% | -15% | -4% | 5% | 3% | -4% | i | -15%
O=C(CNC(=O)c1ccc(-c2ccccc2)cc1)OCc1c(F)cccc1Cl | 8% | 12% | 1% | -3% | 5% | 5% | i | 14%
COCCN1CCN(C(=O)c2ccc3c(c2)S(=O)(=O)c2ccccc2C3=O)CC1 | -18% | -5% | 12% | 9% | -7% | -4% | i | -5%
Cc1noc(C)c1CSc1ncnc2sc(C)c(C)c12 | -5% | 7% | -8% | 9% | 0%[57.1 µM] | ? | -10%[57.5 µM] | -5%

Source: PubChem

Some of the compounds tested; the hit share may differ from the screen's.
